Source: PubChem
RBX1-CUL1 inh – blocks human RBX1-Cullin-1 di-ubiquitin formation; 140,000 compounds, 0.6% hits; inhibition, % at 10 µM; in vitro K48 di-Ub FRET, acceptor:donor ratio, 45 min; P62877+Q13616; in the data active = inhibition above about 25%
Target sequence (P62877 whole entry, looked up): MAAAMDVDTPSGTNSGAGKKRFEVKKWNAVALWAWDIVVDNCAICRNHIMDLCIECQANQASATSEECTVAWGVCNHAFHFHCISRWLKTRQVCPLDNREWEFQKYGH
Target sequence (Q13616 whole entry, looked up): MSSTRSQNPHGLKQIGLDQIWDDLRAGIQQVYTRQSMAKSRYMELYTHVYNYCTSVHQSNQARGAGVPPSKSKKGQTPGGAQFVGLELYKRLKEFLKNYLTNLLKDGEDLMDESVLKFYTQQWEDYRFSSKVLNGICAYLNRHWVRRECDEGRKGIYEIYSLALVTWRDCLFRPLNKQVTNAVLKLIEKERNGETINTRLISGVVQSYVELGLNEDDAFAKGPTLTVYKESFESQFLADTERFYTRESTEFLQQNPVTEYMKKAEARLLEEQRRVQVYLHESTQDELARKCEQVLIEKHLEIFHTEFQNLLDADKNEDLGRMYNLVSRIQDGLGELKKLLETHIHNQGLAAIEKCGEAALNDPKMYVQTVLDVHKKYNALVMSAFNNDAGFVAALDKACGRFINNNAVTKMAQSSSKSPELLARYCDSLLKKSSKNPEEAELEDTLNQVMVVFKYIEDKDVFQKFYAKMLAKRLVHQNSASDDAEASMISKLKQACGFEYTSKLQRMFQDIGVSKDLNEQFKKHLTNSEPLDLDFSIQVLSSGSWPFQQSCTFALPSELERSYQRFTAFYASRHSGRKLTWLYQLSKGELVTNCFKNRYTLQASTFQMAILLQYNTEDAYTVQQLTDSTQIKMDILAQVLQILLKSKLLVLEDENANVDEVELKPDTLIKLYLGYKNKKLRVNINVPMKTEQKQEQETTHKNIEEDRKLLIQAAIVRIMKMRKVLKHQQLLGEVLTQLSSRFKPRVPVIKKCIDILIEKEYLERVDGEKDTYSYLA
Numbers without * were called inactive.

SMILES	RBX1-CUL1 inh
CCCCCOc1ccc(CSc2n[nH]c(CC)n2)cc1	5
O=C(NCC1OCCc2ccccc21)c1coc(COc2ccccc2)n1 (stereo not given)	-2
COc1ccccc1C(=O)Nc1ccc(NC(C)=O)cc1	-3
CCCc1nc2sc3c(c2c(=O)n1NC(=O)COc1ccc(Cl)cc1Cl)CCCC3	6
Cc1ccc(NC(=S)N(Cc2cccnc2)Cc2cc3cc(C)ccc3[nH]c2=O)cc1	-4
COc1cccc(NC(=O)CCc2nc3c(C)nn(-c4ccc(C)cc4)c3n(C)c2=O)c1	-10
CN1C[C@H]2OC(=O)N(CCc3cccc(Cl)c3)[C@H]2C1	-4
CN(Cc1n[nH]c2c1CCCC2)C(=O)CC1(c2cccc(C(F)(F)F)c2)CC(=O)N(C2CC2)C1=O (stereo not given)	-3
COc1cc2nc(CC(C)C)nc(N3CCN(c4ccccn4)CC3)c2cc1OC	-3
Cc1ccc2c(C)c(C(=O)N3CCC(c4cc(=O)[nH]cn4)CC3)oc2c1	9

Some of the entries so far, as labelled records.
> COc1cc2nc(CC(C)C)nc(N3CCN(c4ccccn4)CC3)c2cc1OC
  RBX1-CUL1 inh: -3
> Cc1ccc2c(C)c(C(=O)N3CCC(c4cc(=O)[nH]cn4)CC3)oc2c1
  RBX1-CUL1 inh: 9
> Cc1ccc(NC(=S)N(Cc2cccnc2)Cc2cc3cc(C)ccc3[nH]c2=O)cc1
  RBX1-CUL1 inh: -4
> CCCCCOc1ccc(CSc2n[nH]c(CC)n2)cc1
  RBX1-CUL1 inh: 5

Later entries:
SMILES	RBX1-CUL1 inh
Cc1cccc(NC(=O)c2ccccc2NC(=O)C2CC=CCC2C(=O)O)c1 (stereo not given)	3
Cc1cc(CN(C)Cc2c(C(=O)N3C[C@@H](C)O[C@@H](C)C3)nc3sccn23)on1	1
CCN(CC)c1cc(C)c2cc(NC(=O)c3ccccc3OC)ccc2n1	-9
CCOC(=O)CC1c2cc(OCC)c(OCC)cc2CCN1C(=O)Nc1cccc(Cl)c1 (stereo not given)	-10
CCCCCCCCCC(=O)OCCCN1CCN(C(=O)CCCCCCCCC)CC1	4
CC(=O)c1cc2c(cc1NC(=O)c1ccc(F)cc1)OCO2	2
Cc1ccc(NC(=O)Nc2ccc(F)cc2F)cc1	1
CS(=O)(=O)NC1CCCc2nc(-c3cccnc3)ncc21 (stereo not given)	18
Cc1ccc(COc2ccc(-c3cc(C(F)(F)F)n4nc(C)cc4n3)cc2)cc1	-18
CCOC(=O)c1ccc(NC(=O)c2c(C)nn(-c3ccc(F)cc3)c2-n2cccc2)cc1	-4
CCOC(=O)C1CC(=O)C(C(=O)OCC)CC1=O (stereo not given)	3
COc1cc(NC(=O)c2nn(-c3ccc(C)cc3)c(=O)c3c2c2ccccc2n3C)cc(OC)c1OC	2
Cc1ccc2c(c1)C(c1ccccc1)N(C(=O)Cc1ccc(F)cc1)CC(=O)N2 (stereo not given)	4
CCc1ccccc1NC(=O)CSc1ncc2c(n1)-c1ccccc1N(C)S2(=O)=O	-8
COC(=O)c1ccc(NC(C)=O)c2ccccc12	6
Cc1ccc(OC(=O)c2ccc(-c3ccc([N+](=O)[O-])cc3)o2)cc1	3
CCCOc1ccccc1C1NC(=O)N=C(C)C1C(=O)OCC1CCCCC1 (stereo not given)	-10
COc1ccc(C(=O)COC(=O)CCCCCN2C(=O)C3C4c5ccccc5C(c5ccccc54)C3C2=O)cc1 (stereo not given)	3
CC(C)(O)C#Cc1ccc(C(=O)N2CCOc3ccc(CN4CCc5ccccc5C4)cc3C2)cc1	1
CCOC(=O)c1cnn(-c2cc(Oc3ccccc3)ncn2)c1C(F)(F)F	1

2 entries picked at random from those above:
SMILES	RBX1-CUL1 inh
COc1cc(NC(=O)c2nn(-c3ccc(C)cc3)c(=O)c3c2c2ccccc2n3C)cc(OC)c1OC	2
COC(=O)c1ccc(NC(C)=O)c2ccccc12	6

Other records
SMILES	RBX1-CUL1 inh
COc1ccc(CCCC(=O)NCC(=O)N/N=C/c2cc(C)n(-c3cccc(Cl)c3C)c2C)cc1	10
CC(C)c1[nH]nc2c1C(c1ccccc1C(F)(F)F)C(C#N)C(=N)O2 (stereo not given)	11
Oc1cccc2c1sc1c(Cl)cccc12	-11
C=CCN1C(=O)S/C(=C\c2cccc(OCC)c2O)C1=O	3
COc1cc(/C=C2\SC(=Nc3ccccc3)N(c3ccccc3)C2=O)c(Br)cc1O	1
CCCNC(=O)c1ccc(CN2CCCCC2)cc1	-6
Cc1cc(C)nc(SCC(=O)Nc2nc(-c3ccccc3)c(-c3ccccc3)o2)n1	-2
O=C(NNc1ccc(Cl)nn1)c1ccco1	3
O=c1oc(CCc2ccccc2)nc2sc3c(c12)CCCC3	-1
COc1cc(Cl)c(C)cc1NC(=O)CCc1c(C)nc2c3cccnc3nn2c1C	5
COCC1CCCCN1C(=O)c1cc(COc2cccc(C(C)=O)c2)[nH]n1 (stereo not given)	3
CCN(CCCNC(=O)Cn1ncc2c3ccccc3n(C)c2c1=O)Cc1ccccc1	1
CCCCc1nn2c(=O)cc(COC(=O)c3ccc(NC(=O)c4ccccc4Cl)cc3)nc2s1	1
CC(C(=O)NC1CCCCC1)(c1ccccc1)c1ccccc1	8
COc1ccc(OC)c(CCNC(=O)CCc2cn(Cc3cc(C)ccc3C)c3ccccc23)c1	-1
COc1ccc(Nc2cc(C(=O)NCCCN3CCN(c4ccc(OC)cc4)CC3)c3ccccc3n2)cc1	-7
CCOC(=O)c1c(-c2ccc(OC)cc2)csc1NC(=O)COc1ccc2ccccc2c1	-1
Cc1cccc(C(=O)Nc2ccc(C(=O)OCc3cc(=O)n4c(C)csc4n3)cc2)c1	-16
O=C1c2ccccc2N(c2ccccc2)C(=O)C1Sc1cc(Cl)c(Cl)cc1Cl (stereo not given)	-8
CC(C(=O)Nc1cccc(C#N)c1)n1nc(-c2ccccc2)c2c(c1=O)CCCC2 (stereo not given)	6
O=C(CCC1CCCN(Cc2ccccc2F)C1)NC1CC1 (stereo not given)	-3
O=C(NC1CCCc2c1cnn2-c1ccccn1)C(=O)c1ccco1 (stereo not given)	-2
Cc1ccc2nc(N/N=C/c3cccc(Br)c3)nc(-c3ccccc3)c2c1	0
CC(=O)NCC(=O)N(CC1CCN(Cc2ccccc2F)CC1)CC1CCCO1 (stereo not given)	1
Cc1cc(C(=O)C2C(=O)C(=O)N(CCCN3CCOCC3)C2c2ccncc2)ccc1OCC(C)C (stereo not given)	-1
COc1ccc(CCNC(=O)CCCCCN2C(=O)c3ccccc3C2=O)cc1	-9
CCOC(=O)C1(Cc2ccc(Cl)cc2)C(=O)Nc2cc(OC)ccc21 (stereo not given)	-2
CCOC(=O)C1=C(C)N=c2s/c(=C\c3c[nH]c4ccccc34)c(=O)n2C1c1ccccc1Cl (stereo not given)	8
O=C(C1CCCN(S(=O)(=O)c2cccs2)C1)N1CCN(c2ccccc2F)CC1 (stereo not given)	0
COc1ccccc1OCC(=O)Nc1cccc(N(C)S(C)(=O)=O)c1	-1
CCOc1cc(C2C(C(=O)c3cccc(OC)c3)C(=O)C(=O)N2CCN2CCOCC2)ccc1O (stereo not given)	-5
CCn1cc(C(=O)NCc2ccccc2)c(=O)c2cc(S(=O)(=O)N3CCOCC3)ccc21	11
COc1ccc(NC(=O)CC2C(=O)N(c3ccc(C)cc3)C(=O)N2C2CCCCC2)cc1 (stereo not given)	-1
c1ccc(-c2cc(-c3ccco3)no2)cc1	-5
O=C(Nc1ccc2c(c1)Cc1cc(NC(=O)c3cccs3)ccc1-2)c1cccs1	5
CCOC(=O)NC(=O)C(C=Nc1ccc(CCc2ccc(N=CC(C(C)=O)C(=O)NC(=O)OCC)cc2)cc1)C(C)=O (stereo not given)	3
Fc1ccc(C2=Nc3nc4ccccc4n3C(c3ccc(F)cc3)C2)cc1 (stereo not given)	-1
O=C(Nc1ccc(F)cc1)c1cccc(I)c1	5
CCCCc1ccc(-n2nc3ccc(NC(=O)c4ccc5c(c4)OCCO5)cc3n2)cc1	2
Cc1ccccc1CS(=O)(=O)NCCC1=CCCCC1	6

Some of the entries so far, in markdown:
| Structure | RBX1-CUL1 inh |
| --- | --- |
| CCn1cc(C(=O)NCc2ccccc2)c(=O)c2cc(S(=O)(=O)N3CCOCC3)ccc21 | 11 |
| COc1ccc(NC(=O)CC2C(=O)N(c3ccc(C)cc3)C(=O)N2C2CCCCC2)cc1 (stereo not given) | -1 |

Next part
SMILES	RBX1-CUL1 inh
CCOc1ccc(-c2ccc(OCC)nc2)cn1	6
Cc1ccc(OCC(=O)Oc2ccc(C(C)(C)C)cc2)cc1	-1
CCC(=O)c1ccc(OCC(N)=O)cc1	1
COc1cccc(NC(=O)COc2cc(C)ccc2C(C)C)c1	7
COc1ccc(-n2c(=O)c3c4c(sc3n(C)c2=O)CN(C(C)=O)CC4)cc1	3
CCc1nn2c(=O)cc(COC(=O)c3ccc(NC(=O)COc4ccccc4C)cc3)nc2s1	-5
CC[C@H](C)[C@H](NC(=O)C1CCCN(c2nc(C)c3ccc(OC)cc3n2)C1)C(=O)OC (stereo not given in full)	-5
O=C(Nc1ccc2nc(SCC(=O)N3CCc4ccccc43)sc2c1)c1ccc(F)cc1	-9
O=C(Nc1ccc(S(=O)(=O)N2CCCCC2)cc1F)c1ccccc1	-1
Cc1csc2nc(COC(=O)c3ccccc3NC(=O)c3cccc(Br)c3)cc(=O)n12	3
CC(C)=NNC(=O)C12CC3CC(CC(C3)C1)C2	0
N#CC1C(=N)Oc2n[nH]c(-c3ccccc3)c2C1c1cccc(C(F)(F)F)c1 (stereo not given)	-1
CC1=NN(Cc2ccccc2C)c2nc3c(c(=O)n(C)c(=O)n3C)n2C1	4
O=C1c2cccc3c(Cl)ccc(c23)C(=O)N1c1nc(-c2ccccc2)cs1	6
O=C(CCc1nc2cccnc2n1Cc1cccs1)Nc1cccc(Cl)c1	-5
CCC(=O)N(C)C(Cc1ccc(F)cc1F)C1CCN(C(=O)c2ccc(F)c(Cl)c2)CC1 (stereo not given)	0
COc1ccc(C2CC(=O)Nc3c2c(C)nn3-c2nncc(-c3ccc(C)cc3)n2)c(OC)c1OC (stereo not given)	3
CCOc1ccc(S(=O)(=O)Nc2ccccn2)cc1C	0
Cc1ccccc1C(=O)NC(NC(=S)N=C1C(=O)N(c2ccccc2)N(C)C1C)C(Cl)(Cl)Cl (stereo not given)	1
Cc1[nH]ncc1C(=O)N1CCCC(N2CCOCC2)C1 (stereo not given)	-2
CCc1noc(C)c1C(=O)Nc1cc(Cl)ccc1Cl	1
CCc1nnc(NC(=O)CSc2nnc(CNc3ccc(C)cc3C)n2CC)s1	8
CN(Cc1ccccc1)c1ccc(-c2nc(-c3ccncc3)no2)cc1[N+](=O)[O-]	-4
CC(C)c1ccc(OC(=O)c2cc(-c3ccccc3)on2)cc1	4
COc1cc(CC2(CCC(=O)NCC3(c4ccccc4)CCOCC3)CCC(=O)N2)ccc1F (stereo not given)	7
Cc1cccc(N2CCN(C(=O)c3ccccc3NC(=O)C3CCCCC3C(=O)O)CC2)c1 (stereo not given)	14
COc1ccc2ccccc2c1CNC1CCN(c2ccc(C(=O)N3CCOCC3)cc2)CC1	-1
Cc1ccc(C)c(N2CCN(CCCNC(=O)Nc3cc(Cl)ccc3C)CC2)c1	-1
CCc1c(-c2ccccc2)n(-c2cccc(C)c2)c2nc3c(c(=O)n(C)c(=O)n3C)n12	-2
CC1=NC(=O)C(NC(=O)c2cccc(C)c2)(C(F)(F)F)C1C#N (stereo not given)	-3

Sorted by the number under RBX1-CUL1 inh (ascending): four from the list above
| SMILES | RBX1-CUL1 inh |
| --- | --- |
| COc1ccc(CCNC(=O)CCCCCN2C(=O)c3ccccc3C2=O)cc1 | -9 |
| COc1ccc(OC)c(CCNC(=O)CCc2cn(Cc3cc(C)ccc3C)c3ccccc23)c1 | -1 |
| Cc1csc2nc(COC(=O)c3ccccc3NC(=O)c3cccc(Br)c3)cc(=O)n12 | 3 |
| COc1ccc(CCCC(=O)NCC(=O)N/N=C/c2cc(C)n(-c3cccc(Cl)c3C)c2C)cc1 | 10 |

The list continues:
SMILES	RBX1-CUL1 inh
CCC(COC)NC(=O)CCc1nnc(CCCCc2ccccc2)o1 (stereo not given)	14
CNCc1ccccc1Sc1ccc(O)cc1	1
Fc1ccc(-n2[nH]nnc2=S)c(F)c1	1
Cc1cccc(OC(C)C(=O)N2CCC(c3nc4ccccc4o3)CC2)c1C (stereo not given)	-1
CCCCC1=NN(C(=O)c2cccc(OC)c2)C(O)(C(F)(F)F)C1 (stereo not given)	4
CCOC(=O)c1cc(-c2ccccc2)n(-c2cccc(C(=O)Nc3cccc(C)c3)c2)c1C	2
COC(C(=O)Nc1ccc(S(=O)(=O)N2CCOCC2)cc1)c1ccccc1 (stereo not given)	0
COc1ccc2c(c1)CCc1c(C(=O)Nc3ccccc3C(F)(F)F)noc1-2	1
COc1cccc(C(=O)Nc2ccc(-c3ccc(NC(=O)c4cccc(OC)c4)c(C)c3)cc2C)c1	-20
O=C1C(=O)N(CCOCCO)C(c2ccccc2Cl)C1C(=O)c1ccc(Br)cc1 (stereo not given)	-4
Cc1ccc(-n2nnnc2-c2cn[nH]c2-c2cccc(C(F)(F)F)c2)cc1	-1
O=C(Nc1ccc(F)cc1)N1CCN(Cc2cccc(Cl)c2)CC1	-5
Cc1ccc(CN(C(=O)c2ccc(C(C)(C)C)cc2)c2ccccn2)o1	2
COc1cccc(NC(=O)CS(=O)(=O)Cc2ccccc2)c1	5
COc1cc(OC)cc(C(=O)N2CCN(c3ccc(NC(C)=O)cc3)CC2)c1	11
Cc1cnc(NCCc2ccccn2)nc1-c1ccnn1C	-1
Cc1oc(-c2ccc(F)cc2F)nc1CN1CCC(C(=O)N2CCCC2)CC1	1
CNC(=S)NN(C)c1cc(C)nc(C)n1	8
CCC(O)C1CCN(C(=O)CC2(c3ccc(-c4ccccc4)cc3)CC(=O)N(C)C2=O)CC1 (stereo not given)	5
COc1ccc(OC2CCN(C3CCCC3)CC2)c(C(=O)NCCc2cscn2)c1	7
Cc1cc(C)c(NC(=O)c2ccccc2Br)c(Cl)c1	-8
COCCCN1C(=O)CC(CC(=O)N2CCN(C)C(c3ccccc3)C2)(c2ccccc2OC)C1=O (stereo not given)	10
CCOc1ccc(NS(=O)(=O)c2c(C)nc3sc(C)c(C)n3c2=O)cc1	3

A portion of the library; count on the stated rates, not on these rows.
